Screening data (PubChem)
ABCB6 inh 2 = human ABCB6 transporter inhibition; 360,000 tested, 0.19% active; fluorescence ratio to DMSO, % at 10 µM; K562-ABCB6 porphyrin accumulation, flow cytometry, 1 h; active compounds read low;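 active = fluorescence ratio to DMSO below 75%, the collection mean minus 3 SD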;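 note: signal is porphyrin accumulated inside mitochondria; 100% equals median channel fluorescence of DMSO control wells; lower ratio means ABCB6 inhibition with less porphyrin fluorescence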
H9c2 protect = myocardial damage modulation in H9c2 cells | H9c2 cardiomyocytes, H2O2 injury protection, ATPLite, 2 h | protection from H2O2 cell death, % at 20 µM | 360,000 tested, 0.63% active | AID 588492;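 active = compounds giving at least 50% protection of heart cells from peroxide-induced death in the single-dose screen, raw or plate-pattern-corrected value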;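 note: 0% = DMSO wells with peroxide and 100% = DMSO wells without peroxide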
MC4R antagonist = blocks human MC4R cAMP signaling; 360,000 tested, 0.48% active; inhibition, % at 6.5 µM; MC4R-expressing cells, MTII-stimulated cAMP, LANCE TR-FRET;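 active = inhibition above its plate's cutoff, the mean of tested wells on that plate plus 3 SD, cut at about 29% in these data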;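 note: 0% = Melanotan II alone and 100% = Melanotan II plus saturating MCL0020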
Target sequence (P32245 whole entry, looked up): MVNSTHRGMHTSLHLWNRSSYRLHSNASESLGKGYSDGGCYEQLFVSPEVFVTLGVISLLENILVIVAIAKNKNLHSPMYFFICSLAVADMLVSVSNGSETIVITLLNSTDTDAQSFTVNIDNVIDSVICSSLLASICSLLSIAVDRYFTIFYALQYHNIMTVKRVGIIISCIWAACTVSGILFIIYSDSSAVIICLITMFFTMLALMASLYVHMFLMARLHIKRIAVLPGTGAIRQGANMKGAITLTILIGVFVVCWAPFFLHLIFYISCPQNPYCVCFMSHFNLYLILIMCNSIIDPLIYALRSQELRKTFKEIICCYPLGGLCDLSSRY
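Assay system: human MC4R-expressing U2OS cells; reagent: Melanotan II stimulation of cells; dosing: 6.5 µM single dose; timing: compound 30 min, challenge 1 h, detection 1 h; signal: TR-FRET cAMP assay; replicates: one well per compound, no replicates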
N-glyco inh = N-linked glycosylation inhibition; D54 ERlucT glycosylation luciferase reporter, 24 h; percent of 100 nM tunicamycin response; reporter increase, % at 12.5 µM; 360,000 tested, 0.23% active;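 active = mean luciferase reporter signal, scaled so untreated is 0 and the glycosylation-blocking control 100, at or above a set limit in every replicate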;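 note: luciferase carries N-glycosylation sites so blocking glycosylation raises the light; 0% = median of neutral control wells and 100% = median of 100 nM tunicamycin wells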
MC4R barr agon = agonists of human melanocortin 4 receptor (MC4R) beta-arrestin. 360,000 tested, 0.98% active. P32245. activation, % at 8.9 µM. AID 540308. U2OS MC4R beta-arrestin complementation, luminescence; percent of melanotan II response, DMSO zero;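 active = activation above a per-plate cutoff, the mean activation of sample wells on that plate plus 3 SD, cut at about 8% in these data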
Vif inh = inhibitors of HIV Vif; HEK293T cells, Vif self-association by quenched fluorescence, imaging, 24 h; inhibition, % at 7.49 µM; 340,000 tested, 0.35% active; AID 602346; in the data active = inhibition above about 50%, passing the limit was not always enough; note: some results filed as inactive read as strong as hits
aDG glyco up = increases alpha dystroglycan glycosylation | Pro5-aDG cells, alpha-DG glycosylation AlphaScreen (IIH6); 0% Pro5, 100% B10-LARGE cell signal | activation, % at 10 µM | 360,000 tested, 0.22% active | AID 624168;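 active = activation of at least 8% versus controls, or a plate z-score of at least 8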;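 note: Pro5 are CHO cells carrying HIG-tagged alpha-DG that lacks glycosylation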
PDI inh = inhibitors of human protein disulfide isomerase; AID 588391; 350,000 tested, 0.052% active; inhibition, % at 10 µM; PDI insulin aggregation turbidity, A650, 90 min;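 active = mean inhibition across replicates of 30% or more, whatever share of single replicates reach that level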;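 note: absorbance from insulin aggregation driven by PDI reduction with DTT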
CaV13 ICDI inh = Disruptors of the CACNA1D IQ motif to Ca2+-dependent inactivation inhibitor domain association, primary screening, Förster resonance energy transfer in intact living …; HEK cells, CFP/YFP FRET ICDI-IQ, plate reader, 10 min; percent FRET-ratio fall versus neutral wells; inhibition, % at 12.3 µM; 340,000 tested, 0.098% active;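 active = mean replicate inhibition of at least 30% and at least 1% of replicates passing that level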;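 note: 0% = median of the neutral control wells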
m5-HT2A agonist = mouse HTR2A agonism via beta-arrestin recruitment; AID 624169; activation, % at 7.6 µM; 360,000 tested, 0.66% active; CHO-K1 mHTR2A beta-arrestin complementation, luminescence; percent of 30 µM serotonin response;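 active = activation above a run cutoff, the mean activation of all tested compounds plus 3 SD, cut at about 14% in these data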;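 note: 0% = plate median of compound wells and 100% = 30 µM serotonin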
Target sequence (P35363 whole entry, looked up): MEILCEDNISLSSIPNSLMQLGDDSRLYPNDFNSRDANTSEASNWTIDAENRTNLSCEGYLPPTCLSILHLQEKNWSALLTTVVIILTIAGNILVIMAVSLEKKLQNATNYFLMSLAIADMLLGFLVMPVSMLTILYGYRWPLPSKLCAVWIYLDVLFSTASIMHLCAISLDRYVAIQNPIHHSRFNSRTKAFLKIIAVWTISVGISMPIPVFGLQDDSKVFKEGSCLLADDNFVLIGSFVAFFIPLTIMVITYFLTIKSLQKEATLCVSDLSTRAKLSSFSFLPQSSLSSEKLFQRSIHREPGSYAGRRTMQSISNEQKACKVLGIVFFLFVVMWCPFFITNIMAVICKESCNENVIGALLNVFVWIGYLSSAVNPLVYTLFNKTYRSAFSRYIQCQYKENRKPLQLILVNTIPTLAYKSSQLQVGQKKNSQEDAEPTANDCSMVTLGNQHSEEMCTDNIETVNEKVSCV
* marks the source's active call; other numbers are inactive results.

What do the screens show for `CC(=O)N/C(=N\c1nc(C)cc(C)n1)Nc1ccc(Cl)cc1Cl`?
ABCB6 inh 2: 96; H9c2 protect: 2; MC4R antagonist: 7; N-glyco inh: -1; MC4R barr agon: -1.3; Vif inh: 7; aDG glyco up: 0.0; PDI inh: -4; CaV13 ICDI inh: -20; m5-HT2A agonist: -3

What do the screens show for `NC1=NC(c2ccc(Cl)cc2)n2c(nc3ccccc32)N1` (centres undefined)?
ABCB6 inh 2: 97; H9c2 protect: 15; MC4R antagonist: 1; N-glyco inh: 0; MC4R barr agon: -1.4; Vif inh: 7; aDG glyco up: -0.3; PDI inh: -31; CaV13 ICDI inh: 0; m5-HT2A agonist: -5

Results for Cc1ccc(O)c(-c2cc(C(=O)NCc3ccncc3)[nH]n2)c1 ?
ABCB6 inh 2: 99; H9c2 protect: -4; MC4R antagonist: 5; N-glyco inh: 1; MC4R barr agon: -1.9; Vif inh: 9; aDG glyco up: 0.7; PDI inh: -8; CaV13 ICDI inh: -4; m5-HT2A agonist: 0

How did CC(=O)c1sc(C(C)(C)C)cc1NC(=O)/C=C/C(=O)O do in these assays?
ABCB6 inh 2: 95; H9c2 protect: 1; MC4R antagonist: 8; N-glyco inh: 2; MC4R barr agon: 0.2; Vif inh: -6; aDG glyco up: 0.1; PDI inh: 9; CaV13 ICDI inh: -7; m5-HT2A agonist: 7

How did O=C1CCCN1c1nccs1 do in these assays?
ABCB6 inh 2: 92; H9c2 protect: 9; MC4R antagonist: 0; N-glyco inh: 1; MC4R barr agon: -1.7; Vif inh: 8; aDG glyco up: 0.3; PDI inh: 7; CaV13 ICDI inh: 4; m5-HT2A agonist: 1

Results for CC(/C=C/c1ccccc1)=N\NC(=O)c1cc(C)[nH]n1 ?
ABCB6 inh 2: 109; H9c2 protect: -2; MC4R antagonist: -5; N-glyco inh: 1; MC4R barr agon: -1.5; Vif inh: -2; aDG glyco up: -0.1; PDI inh: -1; CaV13 ICDI inh: -6; m5-HT2A agonist: 0

What do the screens show for `CCc1cccc(N(C)C(N)=Nc2cccc3ccccc23)c1`?
ABCB6 inh 2: 100; H9c2 protect: -4; MC4R antagonist: 3; N-glyco inh: 1; MC4R barr agon: -0.7; Vif inh: -4; aDG glyco up: 0.4; PDI inh: -7; CaV13 ICDI inh: -5; m5-HT2A agonist: 4

What do the screens show for `O=C(CSc1nnnn1C1CCCC1)Nc1cccc(NC(=O)c2ccco2)c1`?
ABCB6 inh 2: 98; H9c2 protect: 6; MC4R antagonist: 6; N-glyco inh: -1; MC4R barr agon: -0.7; Vif inh: 6; aDG glyco up: 0.0; PDI inh: 8; CaV13 ICDI inh: -9; m5-HT2A agonist: 0

What do the screens show for `Cc1ccn2c(NC(=O)c3ccco3)c(-c3ccccc3)nc2c1`?
ABCB6 inh 2: 92; H9c2 protect: 2; MC4R antagonist: 4; N-glyco inh: -1; MC4R barr agon: 0.2; aDG glyco up: 0.1; PDI inh: 1; CaV13 ICDI inh: -8; m5-HT2A agonist: 3

How did COCCN(Cc1nnc(-c2cccs2)o1)C(=O)CN1C(=O)NC2(CCCCC2)C1=O do in these assays?
ABCB6 inh 2: 92; H9c2 protect: 7; MC4R antagonist: -1; N-glyco inh: -1; MC4R barr agon: -0.8; Vif inh: 4; aDG glyco up: -0.2; PDI inh: -18; CaV13 ICDI inh: -6; m5-HT2A agonist: 5

How did O=C(N/N=C\c1c(F)c(F)c(F)c(F)c1F)c1ccc(-c2ccccc2)cc1 do in these assays?
ABCB6 inh 2: 96; H9c2 protect: 0; MC4R antagonist: 5; N-glyco inh: 2; MC4R barr agon: 0.4; Vif inh: 6; aDG glyco up: 0.2; PDI inh: 14; CaV13 ICDI inh: -7; m5-HT2A agonist: 2

Results for Cc1sc(NC(=O)CSc2nnc(C)c(=O)[nH]2)c(C#N)c1C ?
ABCB6 inh 2: 99; H9c2 protect: 0; MC4R antagonist: 5; N-glyco inh: 2; MC4R barr agon: 0.8; Vif inh: 4; aDG glyco up: 0.1; PDI inh: -10; CaV13 ICDI inh: -9; m5-HT2A agonist: -1

How did CNC(=O)c1c(NC(=O)c2ccc(S(=O)(=O)N3CCCCC3)cc2)sc2c1CCN(C(C)C)C2 do in these assays?
ABCB6 inh 2: 89; H9c2 protect: -2; MC4R antagonist: 1; N-glyco inh: -2; MC4R barr agon: 2.9; Vif inh: 2; aDG glyco up: -0.1; PDI inh: -2; CaV13 ICDI inh: -6; m5-HT2A agonist: -5

Results for Cc1ccc(S(=O)(=O)c2c(C)nn(-c3ccccc3)c2OC(=O)c2ccc(Br)o2)cc1 ?
ABCB6 inh 2: 91; H9c2 protect: 2; MC4R antagonist: -2; N-glyco inh: 1; MC4R barr agon: -0.2; Vif inh: 0; aDG glyco up: -0.2; PDI inh: -8; CaV13 ICDI inh: -7; m5-HT2A agonist: 5

What do the screens show for `CC1=C(C(=O)Nc2ccccn2)C(c2cccnc2)n2nnnc2N1` (centres undefined)?
ABCB6 inh 2: 100; H9c2 protect: -3; MC4R antagonist: 16; N-glyco inh: 0; MC4R barr agon: -0.3; Vif inh: -5; aDG glyco up: -0.1; PDI inh: -1; CaV13 ICDI inh: -8; m5-HT2A agonist: -1

Results for N#CC(C#N)=C1C(=O)N(CCN2CCOCC2)c2ccccc21 ?
ABCB6 inh 2: 105; H9c2 protect: 7; MC4R antagonist: 1; N-glyco inh: 0; MC4R barr agon: -0.2; Vif inh: -6; aDG glyco up: 0.1; PDI inh: 1; CaV13 ICDI inh: -4; m5-HT2A agonist: 9

Results for CCOc1ccc(NC(=O)c2cc(C3CC3)nc3c2cnn3C(C)C)cc1OC ?
ABCB6 inh 2: 94; H9c2 protect: -4; MC4R antagonist: 4; N-glyco inh: 1; MC4R barr agon: 1.0; Vif inh: 15; aDG glyco up: -0.5; PDI inh: 2; CaV13 ICDI inh: -2; m5-HT2A agonist: -3

What do the screens show for `CC1CN(C(=O)c2ccccc2)OC(c2ccc3c(c2)OCO3)O1` (centres undefined)?
ABCB6 inh 2: 103; H9c2 protect: 3; MC4R antagonist: 9; N-glyco inh: 0; MC4R barr agon: 1.4; Vif inh: -4; aDG glyco up: -0.2; PDI inh: -9; m5-HT2A agonist: -2

Results for O=C(NC(=S)Nc1ccccc1N1CCCC1)c1ccccc1Br ?
ABCB6 inh 2: 98; H9c2 protect: -2; MC4R antagonist: -3; N-glyco inh: 0; MC4R barr agon: -4.9; Vif inh: -6; aDG glyco up: -0.9; PDI inh: 1; CaV13 ICDI inh: -2; m5-HT2A agonist: 4

How did N/C(Cc1ccc(Cl)c(Cl)c1)=N\OC(=O)c1ccc(Br)o1 do in these assays?
ABCB6 inh 2: 103; H9c2 protect: -10; MC4R antagonist: 8; N-glyco inh: -1; MC4R barr agon: 7.6; Vif inh: 7; aDG glyco up: 0.0; PDI inh: -1; CaV13 ICDI inh: -5; m5-HT2A agonist: -3

What do the screens show for `CC(NC(=O)c1ccccc1F)c1nnc(SCC(=O)N2CCN(c3ccccc3)CC2)n1C` (centres undefined)?
ABCB6 inh 2: 104; H9c2 protect: 12; MC4R antagonist: 16; N-glyco inh: -1; MC4R barr agon: 0.4; Vif inh: 2; aDG glyco up: 0.5; PDI inh: 7; CaV13 ICDI inh: 13; m5-HT2A agonist: 14

How did CN(C(=O)Cc1ccccc1)n1cnnc1 do in these assays?
ABCB6 inh 2: 97; H9c2 protect: 5; MC4R antagonist: -4; N-glyco inh: 3; MC4R barr agon: -2.6; Vif inh: 0; aDG glyco up: 0.0; PDI inh: -4; CaV13 ICDI inh: -4; m5-HT2A agonist: -4

How did O=c1[nH][nH]c(-c2ccccc2)c1C=Nc1ccc(OC(F)(F)F)cc1 do in these assays?
ABCB6 inh 2: 99; H9c2 protect: -3; MC4R antagonist: 0; N-glyco inh: -2; MC4R barr agon: -0.3; Vif inh: -12; aDG glyco up: -0.3; PDI inh: -4; CaV13 ICDI inh: 0; m5-HT2A agonist: -1

How did O=C(N/N=C/c1cc(Cl)cc([N+](=O)[O-])c1O)c1cc(-c2ccccn2)nc2ccccc12 do in these assays?
ABCB6 inh 2: 106; H9c2 protect: 27; MC4R antagonist: 15; N-glyco inh: 1; MC4R barr agon: -1.9; Vif inh: -4; aDG glyco up: 0.0; PDI inh: 0; CaV13 ICDI inh: -5; m5-HT2A agonist: 1

Results for COc1cccc(CN2C(=O)CCC2(C)C(=O)NCCc2ccc(OC)c(OC)c2)c1 (centres undefined) ?
ABCB6 inh 2: 89; H9c2 protect: -3; MC4R antagonist: 3; N-glyco inh: 1; MC4R barr agon: 0.0; Vif inh: -9; aDG glyco up: 0.1; PDI inh: 3; CaV13 ICDI inh: -4; m5-HT2A agonist: -1

How did Cc1ccc(NC(=O)CCCn2c(=O)oc3ccccc32)c(O)c1 do in these assays?
ABCB6 inh 2: 104; H9c2 protect: 2; MC4R antagonist: -8; N-glyco inh: 1; MC4R barr agon: -2.6; Vif inh: 3; aDG glyco up: -0.1; PDI inh: -9; m5-HT2A agonist: 0

Results for Cc1ccc(N=N/C(=C\O)C(=O)c2ccc(Cl)cc2)cc1 ?
ABCB6 inh 2: 97; H9c2 protect: -26; MC4R antagonist: -5; N-glyco inh: 5; MC4R barr agon: 1.9; Vif inh: 9; aDG glyco up: 0.6; PDI inh: -2; CaV13 ICDI inh: -5; m5-HT2A agonist: 10

How did Cc1cc(C)n(CC(O)COc2ccc(Cl)cc2)n1 (centres undefined) do in these assays?
ABCB6 inh 2: 100; H9c2 protect: 6; MC4R antagonist: 0; N-glyco inh: 2; MC4R barr agon: -0.3; Vif inh: -1; aDG glyco up: 0.1; PDI inh: 11; CaV13 ICDI inh: 7; m5-HT2A agonist: 0

Pulled by compound from the entries so far (3):
What do the screens show for `Cc1ccn2c(NC(=O)c3ccco3)c(-c3ccccc3)nc2c1`?
ABCB6 inh 2: 92; H9c2 protect: 2; MC4R antagonist: 4; N-glyco inh: -1; MC4R barr agon: 0.2; aDG glyco up: 0.1; PDI inh: 1; CaV13 ICDI inh: -8; m5-HT2A agonist: 3

Results for Cc1ccc(O)c(-c2cc(C(=O)NCc3ccncc3)[nH]n2)c1 ?
ABCB6 inh 2: 99; H9c2 protect: -4; MC4R antagonist: 5; N-glyco inh: 1; MC4R barr agon: -1.9; Vif inh: 9; aDG glyco up: 0.7; PDI inh: -8; CaV13 ICDI inh: -4; m5-HT2A agonist: 0

Results for Cc1ccc(N=N/C(=C\O)C(=O)c2ccc(Cl)cc2)cc1 ?
ABCB6 inh 2: 97; H9c2 protect: -26; MC4R antagonist: -5; N-glyco inh: 5; MC4R barr agon: 1.9; Vif inh: 9; aDG glyco up: 0.6; PDI inh: -2; CaV13 ICDI inh: -5; m5-HT2A agonist: 10

Hits appear at their usual frequency; any-hit rate near 3.6%.
